Compound activity as filed in PubChem BioAssay.
TDP1 cell noCPT = qHTS for Inhibitors of human tyrosyl-DNA phosphodiesterase 1 (TDP1): qHTS in cells in absence of CPT; DT40 Tdp1-/- hTDP1 cells, no CPT, ATP luminescence, 48 h; Potency, µM (highest dose often 46.2 µM), for inactives: at the top dose activity change, negative = growth inhibition, hits mostly inhibitors; 15% of 420,000 active; AID 686978, 2013; further: nearly all actives have a fitted effect of over 55% in size
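No-CPT arm: Tdp1-/-;hTDP1 DT40 cells (400/well) plus compounds, incubated ≥48 hr at 37 °C. Readout CellTiter-Glo luminescence.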
KAT2A inh = GCN5L2 (KAT2A) acetyltransferase inhibition. Potency, µM (highest dose often 58.9 µM), inactives show at the top dose activity change, negative = inhibition, actives largely listed as inhibitors. GCN5L2 HAT assay, ThioGlo1 CoA-SH fluorescence. Q92830. 0.21% of 390,000 active. AID 504327
Target sequence (Q92830 whole entry, looked up): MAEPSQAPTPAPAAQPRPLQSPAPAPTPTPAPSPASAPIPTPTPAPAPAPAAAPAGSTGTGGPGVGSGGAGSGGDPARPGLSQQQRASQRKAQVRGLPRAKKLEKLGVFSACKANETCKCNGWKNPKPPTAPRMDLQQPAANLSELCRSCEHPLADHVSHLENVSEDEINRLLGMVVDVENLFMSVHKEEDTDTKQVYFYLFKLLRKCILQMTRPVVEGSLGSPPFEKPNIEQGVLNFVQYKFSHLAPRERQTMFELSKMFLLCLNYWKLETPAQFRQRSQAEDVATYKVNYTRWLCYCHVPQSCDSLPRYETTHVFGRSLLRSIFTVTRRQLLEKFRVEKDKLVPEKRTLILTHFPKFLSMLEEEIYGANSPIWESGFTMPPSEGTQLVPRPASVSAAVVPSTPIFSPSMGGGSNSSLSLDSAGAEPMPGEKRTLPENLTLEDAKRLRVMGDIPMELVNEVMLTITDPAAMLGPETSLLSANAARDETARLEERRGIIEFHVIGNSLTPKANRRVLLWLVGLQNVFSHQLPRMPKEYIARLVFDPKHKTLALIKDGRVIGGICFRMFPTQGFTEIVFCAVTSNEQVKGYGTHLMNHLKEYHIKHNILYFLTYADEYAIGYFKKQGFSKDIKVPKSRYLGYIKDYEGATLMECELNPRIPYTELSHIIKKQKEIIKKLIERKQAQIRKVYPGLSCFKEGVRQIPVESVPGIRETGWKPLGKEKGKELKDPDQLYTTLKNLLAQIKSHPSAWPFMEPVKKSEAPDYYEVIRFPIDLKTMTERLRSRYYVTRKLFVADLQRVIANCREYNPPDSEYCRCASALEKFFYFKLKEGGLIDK
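ThioGlo1-coupled HAT assay: 20nM GCN5L2, 70uM acetyl-CoA, 75uM H3(1-25) peptide, pH 7.5. Fluorescence read at 340/540nm at start and after 20 min at room temperature.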
TDP1 cell CPT = growth inhibition of DT40 Tdp1-/-;hTDP1 cells with camptothecin (screen for TDP1 inhibitors); chicken DT40 Tdp1-/-;hTDP1 cells + 20 nM CPT, ATP luminescence, 48 h; Potency, µM (top dose mostly 46.2 µM), for inactives: at the highest dose activity change, negative = growth inhibition, actives largely listed as inhibitors; 12% of 420,000 active; AID 686979; further: nearly all actives have a fitted effect of over 55% in size
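Cell growth measured by CellTiter-Glo luminescence after a minimum 48 h, 37 C compound exposure with 20 nM CPT in Tdp1-knockout DT40 cells stably expressing hTDP1, seeded 400/well; qHTS titration format.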
* marks the source's active call; other numbers are inactive results; ? = inconclusive; · = no result given; & = joins results of further samples; [ ] = dose if it differs, or a comment. The call rests on the fitted dose curve; in most records, active means well fitted curve in the direction sought with a large enough effect; inconclusive means small, poorly fitted or top-dose-only effect, or another doubt; inactive means no such curve, though single readings can be large; an effect the other way counts as inactive or inconclusive. On the % scale 0 is the no-effect control and ±100 the full control effect; potency means the concentration at half of the fitted maximal effect. No enrichment for hits; about 18% have a hit in one of these screens.

A first look, 3 compounds:
compound	TDP1 cell noCPT	KAT2A inh	TDP1 cell CPT
Cc1cc(Nc2ccc(N3CCC(C)CC3)cc2)n2ncnc2n1	?	-10%	?
COC(=O)c1ccc(NC(=S)N(Cc2cccnc2)Cc2ccco2)cc1	-16%	-9%	-18%
Cc1ccc(NC(=O)CCNC(=O)Nc2ccccc2)cc1S(=O)(=O)N(C)C	-1%	-11%	4%

The whole of this part (from the top)
compound	TDP1 cell noCPT	KAT2A inh	TDP1 cell CPT
Cc1cc(Nc2ccc(N3CCC(C)CC3)cc2)n2ncnc2n1	?	-10%	?
COC(=O)c1ccc(NC(=S)N(Cc2cccnc2)Cc2ccco2)cc1	-16%	-9%	-18%
Cc1ccc(NC(=O)CCNC(=O)Nc2ccccc2)cc1S(=O)(=O)N(C)C	-1%	-11%	4%
COC(=O)c1cc(NC(=O)c2c(F)c(F)c(F)c(F)c2F)cc(C(=O)OC)c1	?	-1%	?
O=C(Cn1cc(SCc2ccccc2)c2ccccc21)N1CCCCC1	?	-6%	?
Cn1cccc1C(=O)N1CCC2(CC1)CN(C(=O)Nc1cccc(C#N)c1)C2	?	-20%	-6%
CC(C)Oc1ccc(C(=O)N2CCC(CCC(=O)NC3CC3)CC2)cc1	1%	·	9%
CC(=O)C1=C(C)NC(SCC(N)=O)=C(C#N)C1c1cccs1 (stereo unspecified)	11%	·	?
COc1ccc(C(C#N)N2N=C(C)CC2(C)C)cc1OC (stereo unspecified)	-18%	1%	-22%
COc1cccc(-n2c(=O)c3c4c(sc3n(Cc3ccc(C)cc3)c2=O)CCCC4)c1	-2%	1%	-4%
CC(C)(C)OC(=O)C[C@H]1C/C=C\C[C@H](CC(=O)N(CCO)Cc2ccccc2)C(=O)N2CCC[C@H]2COC1=O	?	-8%	26µM*
Cc1nc(CN(C)C(=O)c2cc(COc3c(F)cccc3F)on2)cs1	?	4%	-20%
Cc1ccc(-n2c(Cc3cccn3C)nnc2SCC(=O)N2CCc3ccccc32)cc1	?	26%	?
Cc1nc(C(F)(F)F)ccc1C(=O)Nc1ccc2ccccc2n1	-3%	-8%	-30%
COc1ccc([C@H]2[C@H]3C=CC[C@@H](C)[C@@H]3C(=O)N2Cc2ccccc2)cc1Cl	16µM*	-10%	?

Single entries from the list:
Value of COC(=O)c1cc(NC(=O)c2c(F)c(F)c(F)c(F)c2F)cc(C(=O)OC)c1 in KAT2A inh: -1%
Value of CC(C)Oc1ccc(C(=O)N2CCC(CCC(=O)NC3CC3)CC2)cc1 in TDP1 cell CPT: 9%
Value of CC(C)(C)OC(=O)C[C@H]1C/C=C\C[C@H](CC(=O)N(CCO)Cc2ccccc2)C(=O)N2CCC[C@H]2COC1=O in TDP1 cell CPT: 26µM*
Value of CC(=O)C1=C(C)NC(SCC(N)=O)=C(C#N)C1c1cccs1 (stereo unspecified) in TDP1 cell noCPT: 11%

The list continues:
compound	TDP1 cell noCPT	KAT2A inh	TDP1 cell CPT
Cc1cc(C)c2c(CC(=O)N(Cc3ccc(N(C)C)cc3)Cc3ccco3)coc2c1	21µM*	-13%	15µM*
Cc1cccc(NC(=O)CCc2nc3sc4c(c3c(=O)[nH]2)CCCC4)c1	?	-2%	?
CCCCCCN1C[C@H](O)[C@@H](n2cc(COC(=O)c3ccccc3)nn2)C[C@@H]1c1ccc(C)cc1	16µM*	·	?
COc1ccc(CNC(=O)c2cc3c(=O)[nH]c4ccccc4c3n2C)cc1	-6%	0%	?
CC(=O)N1CCCc2cc(S(=O)(=O)N3CCCC3)ccc21	6%	-8%	3%
O=C(N=Nc1c(O)[nH]c2ccccc12)c1ccc(CN2CCOCC2)cc1	?	-10%	-27%
O=C(NC(=S)Nc1cccc2cccnc12)c1cccs1	-21%	-4%	?
C=CCn1cc(C(=O)N2CCN(C)CC2)c(=O)c2cc(S(=O)(=O)N(CC)CC)ccc21	3%	-12%	1%
CN(C(=O)NCc1noc2ccccc12)c1cccc(Cl)c1	-24%	-12%	-28%
Cc1ccc(S(=O)(=O)N(C)C)cc1NC(=O)COC(=O)C1=COCCO1	-9%	2%	16%
NNC(=O)/C(=C\c1ccco1)NC(=O)c1ccco1	4%	-4%	1%
COc1cc(NC(=O)C2COc3ccccc3O2)c(OC)cc1Cl (stereo unspecified)	?	-14%	?
CCC(=O)N/N=C(\C)CC(=O)Nc1ccc2c(c1)OCCO2	-4%	-5%	34%[activator]
Cc1ccc(C(=O)COc2nc(C)nc3ccccc23)cc1	-1%	-14%	0%
O=C(c1cc2ccccc2oc1=O)N(Cc1ccccc1F)C1CCS(=O)(=O)C1 (stereo unspecified)	14%	-1%	3%

Continuation:
compound	TDP1 cell noCPT	KAT2A inh	TDP1 cell CPT
Cc1csc(NC(=O)CCS(=O)(=O)c2ccc(Br)cc2)n1	23µM*	-13%	?
COc1ccc(N(Cc2ccccc2)S(=O)(=O)c2cc(C(=O)O)ccc2Cl)cc1	-2%	2%	9%
CCOc1ccc(CN(C)C(=O)c2cccc(S(=O)(=O)Nc3ccccc3OC)c2)cc1OC	15µM*	·	?
Cc1ccc(C(=O)N(CCc2ccccc2)Cc2ccccc2)cc1S(=O)(=O)N1CCCCC1	18µM*	-9%	?
Cc1ccc2cc(C3CC(c4ccco4)=NN3S(C)(=O)=O)c(Cl)nc2c1 (stereo unspecified)	?	-12%	0%
O=C1CCc2cc(S(=O)(=O)NCc3ccccc3)cc3c2N1CC3	-2%&-15%	2%&-2%	10%&-27%
Cc1ccc(NC(=O)Cn2c(=O)n(CCCCC(=O)NCCc3ccccc3)c(=O)c3ccccc32)c(C)c1	-24%	2%	-20%
COc1cccc(NC(=O)CCSc2ccc3ccccc3n2)c1	?	-2%	?
NC(=O)c1ccc(OCC(=O)N2CCNC2=O)cc1	-1%	3%	16%
O=S(=O)(Nc1nc2c(s1)CCCC2)c1ccc(Br)cc1	?	-2%	?
CC1(CCBr)C(=O)N(c2ccccc2)c2ccccc21 (stereo unspecified)	-15%	-7%	-10%
C(=N\Nc1ccccc1)/c1ccc(N2CCOCC2)cc1	-23%	-22%	?
CCOc1cnn(-c2ccccc2)c(=O)c1Cl	16µM*	2%	?
CN1CCN(CCCNC(=O)CCc2nnc3n(Cc4ccccc4Cl)c(=O)c4ccccc4n23)CC1	0%	-15%	-18%
CN(CCN1CCOCC1)C(=O)CC1C(=O)NCCN1Cc1ccccc1C(F)(F)F (stereo unspecified)	19%	-2%	-17%

Next section:
compound	TDP1 cell noCPT	KAT2A inh	TDP1 cell CPT
Cc1ccc(-c2nnn(CC(=O)N(Cc3cccs3)C(C(=O)NC(C)(C)C)c3ccc(C)o3)n2)o1 (stereo unspecified)	?	-1%	?
Cc1ccccc1-c1nnn(C/C(N)=N/O)n1	12%	3%	1%
CC(=O)NC1C(=O)N(CCN2CCOCC2)c2ccc(C)cc21 (stereo unspecified)	9%	3%	0%
NC(N)=NCCCc1cn(CC(=O)N2CCNCC2)nn1	8%	-12%	1%
O=C1CCC(C(=O)N2CCN(c3ccc(F)cc3)CC2)CN1CC1CCCCC1 (stereo unspecified)	-9%	-4%	?
CN1CCN(C(=O)c2ccc(NC(=O)c3ccc(Br)o3)cc2)CC1	-23%	·	7%
COc1cccc(CNC(=O)Cn2c(=O)cc(C(F)(F)F)c3c(C)nn(C)c32)c1OC	-19%	-6%	?
COc1ccc(-c2nn3c(-c4ccccc4)nnc3c3ccccc23)cc1	-21%	2%	1%
CC(C)(C)NC(=O)C12CC3CC(CC(Cl)(C3)C1)C2	-33%	6%	-13%
COc1ccccc1NC(=O)CSc1nnc(-c2ccccc2)o1	-10%	-6%	4%
CCN(CC)S(=O)(=O)c1cccc(NC(=O)c2cc(-c3cccs3)nn2-c2ccccc2)c1	15µM*	-8%	21µM*
COc1cccc(NC(=O)COC(=O)c2ccco2)c1	0%	0%	-3%
CCCC(=O)Nc1c(-c2ccccc2)c(=O)c(C)nn1-c1ccc(Cl)cc1	10%	1%	15%
COc1ccc(N2CCN(C(=O)C3CCN(S(=O)(=O)c4c(C)noc4/C=C/N(C)C)CC3)CC2)cc1	?	-20%	?
Cc1cccc(N2CCN(C(=O)c3cc4ccc5cccnc5c4[nH]3)CC2)c1C	?	-11%	23µM*

Continuation:
compound	TDP1 cell noCPT	KAT2A inh	TDP1 cell CPT
O=C(Nc1cccnc1)c1ccc(S(=O)(=O)c2ccc(Cl)cc2)cc1	23µM*	-9%	?
Cc1ccc(-n2c3c(c(=O)[nH]c2=S)C(C(F)(F)F)(C(F)(F)F)NC(=O)N3)cc1	0%	-2%[0.501 µM]	1%
NC(CSCSCC(N)C(=O)O)C(=O)O (stereo unspecified)	-2%	-1%	-1%
CC(C)(C)c1nnc(NC(=O)Cc2ccccc2[N+](=O)[O-])s1	-2%	-1%	-4%
CC(C)(C)c1csc(NC(=O)CCS(=O)(=O)c2ccc(F)cc2)n1	8.2µM*	·	8.2µM*
O=C1CS(=O)(=O)C2(C(=O)N(Cc3ccccc3Cl)c3ccccc32)N1c1ccc(F)cc1 (stereo unspecified)	16µM*	-6%	15µM*
COCCNC(=O)C(OC(=O)c1cccs1)c1ccccc1 (stereo unspecified)	-9%	-1%	2%
C1CCCN(CCCCN2CCCCCC2)CC1	-30%	·	-7%
CCn1c(SCC(=O)N2CCN(c3ccc(F)cc3)CC2)nc2ccccc2c1=O	?	1%	21µM*
COc1ccc(C2=CC(c3ccccc3F)n3ncc(C(=O)Nc4ccc(C)cc4)c3N2)cc1 (stereo unspecified)	21µM*	26%	5.2µM*
ClCc1nc2ccccc2c2ccccc12	2.6µM*	-4%	4.1µM*
CCN1CCC(NC(=O)c2cc(OC)c(OC)cc2OC)CC1	-5%	2%	2%
Cc1cccc(CCNC(=O)Cn2ncc3c([nH]c4ccccc43)c2=O)c1	19%	-21%	-15%
COC(Cc1nnc(SC)n1-c1ccc(Cl)cc1)OC	9%	-10%	-1%
COc1cccc(C(NC(C)=O)c2nc(-c3ccccc3)cs2)c1 (stereo unspecified)	?	·	?

The listing continues.
compound	TDP1 cell noCPT	KAT2A inh	TDP1 cell CPT
CSCCC(NS(=O)(=O)c1ccccc1F)C(=O)NCc1cccnc1 (stereo unspecified)	8%	-1%	9%
Cc1ccc(CNC(=O)Cn2cc(S(=O)(=O)Cc3ccccc3F)c3ccccc32)cc1	?	-7%	15µM*
CCOC(=O)C1=C(C)NC(=O)C(C(N)=O)C12CCCC2 (stereo unspecified)	2%	-4%	-4%
COC(=O)c1ccc(-c2nn(C)c(=O)c3ccccc23)cc1	-23%	-4%	-20%
Cc1cc(=O)oc2cc(OCC(=O)NCCc3ccccc3)ccc12	2%	3%	-1%
Cc1cnc(C(=O)OCC(=O)NCc2cccc(Cl)c2)cn1	1%	-2%	-1%
O=C(Oc1cccnc1)c1cccc(Cl)c1	0%	-5%	-8%
Cc1ccccc1-c1nsc(SCC(=O)Nc2ccc3c(c2)OCO3)n1	?	-5%	?
O=C(CCCCCN1C(=O)c2ccccc2C1=O)NCCc1nc2ccccc2[nH]1	-18%	2%	-3%
O=C(CCc1nc2ccccc2c(=O)[nH]1)Nc1ccccc1N1CCCCC1	?	·	?
CC(=O)N1CCN(c2ccc(NC(=O)c3ccc(F)cc3)cc2)CC1	-13%	-3%	8%
S=C(NCc1ccco1)N/N=C/c1ccc(Cl)cc1	21µM*	-4%	?
Cc1cc(C)cc(N(C(=O)c2ccc3c(c2)OCO3)C2C=CS(=O)(=O)C2)c1 (stereo unspecified)	-14%	-2%	-12%
CCc1nc(N2CCCCC2C(=O)O)c2oc3ccccc3c2n1 (stereo unspecified)	-2%	-5%	13%
COC(=O)c1ccc(NC(=O)CO/N=C2\CCCc3nonc32)cc1	?	-4%	-12%

(further entries)
compound	TDP1 cell noCPT	KAT2A inh	TDP1 cell CPT
COc1cc(/C=C/C(=O)OCC(=O)NC(=O)NC(C)C)ccc1O	1%	-2%	7%
CC(C)[C@H](NC(=O)c1ccccc1Cl)C(=O)Nc1nc(-c2ccccn2)cs1	5.8µM*	-13%	5.8µM*
C/C=C/Cn1c(SC)nc2c1c(=O)[nH]c(=O)n2C	?	-8%	-27%
Cc1ccc(CNC(=O)C2CCC(=O)N(Cc3cccc(C(F)(F)F)c3)C2)o1 (stereo unspecified)	-28%	·	?
COc1ccc(C(=O)c2c[nH]c(C(=O)NCc3cccs3)c2)cc1	-5%	?	-15%
CCOC(=O)c1[nH]c2ccccc2c1NC(=O)c1ccc2c(c1)OCO2	-10%	-2%	-26%
Cc1ccc(S(=O)(=O)N[C@@H](Cc2ccccc2)C(=O)N2CCC(C(=O)N[C@@H](CC(C)C)C(=O)O)CC2)cc1	12%	-8%	-5%
CCN(CC)c1nc(-c2ccccc2)cc(C(F)(F)F)c1C#N	-8%	4%	-5%
